IL1B NFkB inh: blocks IL-1B driven NFkB nuclear translocation in HUVEC cells; HUVEC IL-1B NFkB p65 nuclear translocation imaging; inhibition, % at 2 µM; actives 0.43% (n = 94,000); AID 796;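 active = inhibition above about 30% together with a positive call from visual inspection of the well image, limit read from the data; inconclusive = inhibition above a set limit but visual check negative; inactive = inhibition not above a set limit, visual check negative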;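 note: nuclear over cytoplasmic p65 intensity ratio measured by imaging; 0% = IL-1B stimulated DMSO wells and 100% = unstimulated DMSO wells; values of inactives mirror those of a sister screen read the other way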
PLAP inhibitors HTS: PLAP enzyme inhibitors, biochemical, luminescence, HTS (AID 690); actives 0.08% (n = 96,000); inhibition, % at 20 µM; hits with a dose series show IC50 in µM; purified PLAP, luminescent substrate; higher % means a stronger effect; in the data active = a potency from the dose series; inactive = the rest, 99 in 100 with inhibition below about 30%; note: strong numbers were not always called active
MRP resist rev: compounds reversing MRP-mediated drug resistance. H69AR cells + 2 uM doxorubicin, CellTiter-Glo, 72 h. differential viability (reversal), % at 10 µM. actives 0.04% (n = 85,000);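 active = viability drop by adding the cancer drug above about 55%, with treated viability meeting a 40% cutoff, limit read from the data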;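 note: viability without doxorubicin minus viability with 2 µM doxorubicin for each compound; larger differential means the compound sensitizes cells more to doxorubicin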
NFkB transloc pot: enhances IL-1B driven NFkB nuclear translocation | HUVEC IL-1B NFkB p65 nuclear translocation imaging | activation, % at 2 µM | actives 0.3% (n = 94,000);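 active = activation above 40%, about the mean plus 3 SD, also judged a hit on visual image review; inconclusive = activation above 40% but not a hit on visual review; inactive = activation not above 40% and no visual hit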;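 note: percent activation is computed from the nuclear over cytoplasmic p65 intensity ratio; values of inactives mirror those of a sister screen read the other way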
Bcl-B displacement: displacers of TR3 peptide from Bcl-B, primary screen, selectivity assay for Bfl-1 inhibitor project, biochemical, fluorescence polarization; FP displacement of FITC-TR3 peptide from Bcl-B; higher % means a stronger effect; displacement, % at 20 µM, or IC50 in µM where a hit was titrated; actives 0.11% (n = 96,000); AID 748;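 active = displacement above 50% at 20 µM plus a fluorescence interference ratio under 1.5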;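 note: plate controls were wells without compound for no effect and wells lacking Bcl-B protein for full effect; a part of the inactive calls stands beside numbers as strong as those of hits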
MRP resist rev cytotoxicity: second read-out of MRP resist rev, no call of its own (marks repeat the call); viability, %; H69AR cells, CellTiter-Glo, 72 h; measured here: cytotoxicity without doxorubicin
MRP resist rev with doxorubicin: second read-out of MRP resist rev, no call of its own (marks repeat the call); viability, %; measured here: viability with 2 uM doxorubicin; active compounds read low
IL1B NFkB inh cell count 2 µM: also measured in IL1B NFkB inh; calls as there; cell count; measured here: cells passing quality filter;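 raw number of nuclei counted in each imaged well without normalization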
NFkB transloc pot cell count 2 µM: recorded beside NFkB transloc pot, whose call it bears; cell count; measured here: cells passing quality filter
Numbers without * were called inactive; ? = inconclusive; . = no result given. These rows are one share of the data. The share of hits here may be higher or lower than overall.

cpd	Compound	IL1B NFkB inh	IL1B NFkB inh cell count 2 µM	PLAP inhibitors HTS	MRP resist rev	MRP resist rev cytotoxicity	MRP resist rev with doxorubicin	NFkB transloc pot	NFkB transloc pot cell count 2 µM	Bcl-B displacement
1	O=C1NC2(CCCCC2)Cc2ccccc21	0.2	100	10.7%	2.8	93.8	91.0	-0.2	100	-0.5%
2	O=C(Nc1ccc2c(c1)OCO2)C(c1ccc(Cl)cc1)N1CCC2(CC1)OCCO2 (stereo unspecified)	13.3	123	-25.0%	3.8	89.6	85.8	-13.3	123	-0.8%
3	Cc1ccc2c(c1)-c1c(cnn1CC(=O)NC(C)CCc1ccco1)CO2 (stereo unspecified)	-61.0	63	-37.5%	8.0	89.2	81.3	?	.	-1.1%
4	CCc1ccc(CN2CCN(C(=O)c3cccc(OC)c3OC)CC2)cc1	8.3	117	.	-0.7	76.1	76.8	-8.3	117	.
5	CCOC(=O)C1=C(c2ccccc2)NC(SCC(=O)Nc2cccc(C)c2)=C(C#N)C1c1ccco1 (stereo unspecified)	-4.9	143	1.5%	.	.	.	4.9	143	-1.8%
6	CCS(=O)(=O)N1CCN(C(=O)c2ccc(-c3ccccc3)cc2)CC1	14.1	98	-43.3%	13.1	97.2	84.1	-14.1	98	-10.5%
7	COc1ccc(CC(=O)Nc2cc(C)c3c(=O)oc4ccccc4c3n2)cc1	.	.	10.1%	-8.2	22.1	30.3	.	.	-5.4%
8	COc1ccc(S(=O)(=O)N[C@@H](Cc2ccc(Cl)cc2)C(=O)N2CC[C@@]3(O)CCCC[C@H]3C2)cc1	-15.1	158	-30.2%	-23.6	57.5	81.1	15.1	158	-5.0%
9	CC(Cc1c[nH]c2ccccc12)NC(=O)C1CCCNC1=O (stereo unspecified)	-8.5	160	-24.7%	-6.0	91.6	97.5	8.5	160	2.1%
10	CCOC(=O)c1c(C#N)c(SCC(=O)Nc2ccc(OC)cc2)nc2c1CN(CC)CC2	0.9	115	-13.5%	2.4	70.3	68.0	-0.9	115	-1.8%
11	COc1ccc(CCNC(=O)c2nnn(-c3ccc4c(c3)OCCO4)c2N)cc1OC	-21.6	176	7.0%	-1.5	82.4	83.9	21.6	176	-7.6%
12	CCN1CCN(c2cc(C)c3cc(NC(=O)c4cncc(Br)c4)ccc3n2)CC1	6.1	68	-47.1%	-16.3	41.8	58.1	-6.1	68	7.6%
13	c1ccc2c(N3CCCCC3)ncnc2c1	-8.9	147	19.9%	-11.1	88.5	99.6	8.9	147	-11.7%
14	CCOC(=O)/C(=N/Nc1ccc(C)cc1)S(=O)(=O)c1ccc(Cl)cc1	2.4	148	-6.8%	7.8	102.1	94.3	-2.4	148	0.6%
15	CCN1CCN(Cc2cc(=O)oc3cc4c(cc23)CCC4)CC1	-16.5	115	-35.7%	12.4	76.2	63.9	16.5	115	-9.8%
16	O=C1CCCC2=C1C(c1ccccc1)C1=C(CCCC1=O)O2	.	.	-2.2%	1.1	111.2	110.0	.	.	-16.6%
17	CCSc1nnc(NC(=O)CCNS(=O)(=O)c2cc(Br)cnc2N)s1	6.3	85	-53.5%	-23.6	38.6	62.1	-6.3	85	-2.8%
18	CC1=NN(Cc2ccccc2)C(=O)/C1=C\c1ccc(N(C)C)cc1	11.8	104	18.3µM*	.	.	.	-11.8	104	-1.3%
19	O=C1CCCc2ccccc2N1Cc1c(Cl)cccc1Cl	3.3	132	-31.5%	.	.	.	-3.3	132	-0.9%
20	CCOc1ccccc1Nc1nnc(Cc2ccccc2Cl)c(=O)[nH]1	-12.0	186	-23.4%	12.1	95.5	83.3	12.0	186	-11.1%
21	O=C(NC(=S)Nc1ccc(N2CCOCC2)c(Cl)c1)C(c1ccccc1)c1ccccc1	0.0	175	6.4%	.	.	.	0.0	175	-12.2%
22	CCCC1S/C(=N/N=C/c2ccc(OC)cc2)N(Cc2ccc(OC)cc2)C1=O (stereo unspecified)	-3.6	209	24.5%	4.2	83.0	78.8	3.6	209	-3.1%
23	CC(C)CN1C(=O)c2ccccc2C1(O)Cc1ccccc1 (stereo unspecified)	-0.7	125	.	2.2	85.1	82.9	0.7	125	.
24	CCCS(=O)(=O)NCCc1cc2cc(C)c(C)cc2[nH]c1=O	-5.2	111	.	4.9	85.8	80.9	5.2	111	.
25	CCC(=O)Nc1ccc(C(=O)CSc2nnc(-c3ccc(O)cc3)n2CC2CCCO2)cc1OC (stereo unspecified)	4.8	154	3.3%	9.6	94.6	85.0	-4.8	154	-4.2%
26	CC1CCc2nc(NC(=O)CSc3nc4ccccc4o3)sc2C1 (stereo unspecified)	-14.5	147	1.2%	-32.5	30.6	63.0	14.5	147	9.4%
27	CN1C(=O)C2ON(c3ccccc3)C(c3cccs3)C2C1=O (stereo unspecified)	-8.2	69	14.0%	11.3	79.1	67.8	8.2	69	-9.4%
28	Cc1cccc(N2CCN(Cc3cc(=O)n4ccsc4n3)CC2)c1C	4.5	165	-11.9%	-7.5	79.7	87.2	-4.5	165	4.9%
29	COc1ccc(-c2cc(C(F)(F)F)n3nc(C(=O)NCCCn4ccnc4)cc3n2)cc1	-5.0	129	-81.9%	4.2	86.6	82.4	5.0	129	13.5%
30	C/C(=C\C(=O)c1ccc(C)o1)Nc1ccc(C(=O)O)cc1C	13.5	152	-0.6%	5.8	98.6	92.9	-13.5	152	0.1%
31	O=C1CCCN1CCCNCC(=O)N1c2ccccc2Sc2ccccc21	-10.8	135	-74.4%	.	.	.	10.8	135	-5.1%
32	O=c1c2c3c(sc2ncn1/N=C/c1ccc(Br)o1)CCCC3	8.4	149	-2.1%	-10.8	66.2	77.1	-8.4	149	-0.8%
33	COc1ccccc1N(C)S(=O)(=O)c1ccc(C(=O)NC2=NCCS2)cc1	-24.9	136	.	1.5	81.1	79.6	24.9	136	.
34	COc1cc(/C=N/NC(=O)c2cccnc2)ccc1OC(=O)c1ccco1	-4.7	168	3.5%	.	.	.	4.7	168	8.5%
35	Cn1c(=O)n(C/C=C/c2ccccc2)c(=O)c2c1nc1n2CCCN1Cc1ccccc1	3.0	119	-24.8%	27.6	83.3	55.8	-3.0	119	-15.9%
36	CC1CCN(c2nc3c(c(=O)[nH]c(=O)n3C)n2Cc2ccccc2)CC1	-11.2	62	11.3%	-3.0	84.0	87.0	11.2	62	4.4%
37	Cc1cc(C)c2nc(SCC(=O)Nc3ccccc3N3CCOCC3)c(C#N)cc2c1	-27.7	146	.	-0.1	40.7	40.9	27.7	146	.
38	CCOC(=O)c1c(C)nc2sc(C(N)=O)c(N)c2c1-c1ccc(OC)cc1	4.7	179	-11.4%	.	.	.	-4.7	179	-1.8%
39	Cc1nc2ccccc2n1CCC(=O)O	-9.5	198	16.3%	11.3	106.2	94.9	9.5	198	8.8%
40	CC(=O)c1cc(CC=C(C)C)c(O)c(CC=C(C)C)c1O	-10.7	127	1.3%	.	.	.	10.7	127	-9.4%
41	Cc1ccc(C(=O)Nc2ccccc2NC(=O)c2ccc(C)o2)o1	.	.	-4.8%	5.0	85.5	80.5	.	.	25.0%
42	COc1cccc(CN2C(=O)CN(C3CCCCC3)C(=O)C2c2ccc(F)cc2)c1 (stereo unspecified)	-7.4	220	5.7%	10.1	86.0	76.0	7.4	220	-2.5%
43	OC1(c2ccc3c(c2)OCO3)CCN(Cc2ccccn2)CC1	1.2	89	-5.1%	-11.0	79.5	90.5	-1.2	89	2.6%
44	CCC(C)NS(=O)(=O)c1ccc(OCC(=O)NCc2cccnc2)cc1 (stereo unspecified)	98.3*	33*	7.0%	3.9	95.7	91.8	-98.2	33	7.6%
45	CN(C)c1ccc(C2C3C(=O)N(c4ccc(C(=O)O)cc4)C(=O)C3ON2c2ccccc2)cc1 (stereo unspecified)	10.6	159	-6.8%	-9.7	90.7	100.4	-10.6	159	13.0%
46	c1ccc(NCn2cncn2)nc1	.	.	-0.7%	2.4	101.4	99.1	.	.	-0.8%
47	c1ccc2c(c1)CCCN2Cc1nnc2n1CCCCC2	8.3	122	12.4%	11.6	90.6	79.0	-8.3	122	11.2%
48	CCC(=O)Nc1nc2ccc(S(C)(=O)=O)cc2s1	2.1	83	.	-0.3	55.8	56.2	-2.1	83	.
49	CC1CCN(c2oc(-c3ccccc3Cl)nc2C#N)CC1	.	.	2.9%	4.1	84.2	80.1	.	.	-0.2%
50	O=C(CN1CC(c2ccccc2)CC1=O)OCc1cccc(Br)c1 (stereo unspecified)	-4.9	157	-2.8%	3.7	73.1	69.3	4.9	157	-18.9%

(list continues)
cpd	Compound	IL1B NFkB inh	IL1B NFkB inh cell count 2 µM	PLAP inhibitors HTS	MRP resist rev	MRP resist rev cytotoxicity	MRP resist rev with doxorubicin	NFkB transloc pot	NFkB transloc pot cell count 2 µM	Bcl-B displacement
51	CCOc1ccc(C(C(=O)Nc2ccc(F)cc2)N(C(=O)Cn2nnc3ccccc32)C2CC2)cc1 (stereo unspecified)	0.6	152	-44.0%	.	.	.	-0.6	152	-0.6%
52	O=C(O)c1c[nH]c2c(C(F)(F)F)cccc2c1=O	-4.8	76	18.1%	-5.7	83.7	89.5	4.8	76	-5.2%
53	COc1ccc(-n2c(C)cc(C(=O)Cn3nnc4ccccc4c3=O)c2C)cc1	-3.4	99	-47.8%	10.9	74.7	63.8	3.4	99	-23.8%
54	Cn1c(Cc2ccccc2)nnc1SCC(=O)Nc1ccc2c(c1)OCCO2	8.1	105	-36.3%	7.1	88.9	81.7	-8.1	105	-8.0%
55	O=C(c1cncc(Br)c1)N1CCCc2ccccc21	-2.8	146	7.8%	-1.1	105.1	106.2	2.8	146	-10.5%
56	COCC(=O)Nc1cc(OC)c(Cl)cc1OC	-7.4	166	15.1%	9.4	96.4	87.0	7.4	166	-1.0%
57	CC(C)C(=O)Nc1ccc(NC(=O)c2cccc(F)c2)cn1	-6.6	86	22.8%	-7.0	87.7	94.7	6.6	86	-12.5%
58	CCOC(=O)N1CCC(N2C(=O)c3ccccc3C2=O)CC1	.	.	5.6%	9.8	102.1	92.3	.	.	0.9%
59	COc1ccc(NC(=O)c2cc(-c3cccnc3)nc3ccc(C)cc23)cc1OC	-13.4	189	-15.6%	.	.	.	13.4	189	3.2%
60	CCC(Sc1nc2ccccc2s1)C(=O)Nc1cc(C)on1 (stereo unspecified)	-10.0	90	.	5.3	76.9	71.6	10.0	90	.

The closing three records of the section above come first, to join the parts.
cpd	Compound	IL1B NFkB inh	IL1B NFkB inh cell count 2 µM	PLAP inhibitors HTS	MRP resist rev	MRP resist rev cytotoxicity	MRP resist rev with doxorubicin	NFkB transloc pot	NFkB transloc pot cell count 2 µM	Bcl-B displacement
58	CCOC(=O)N1CCC(N2C(=O)c3ccccc3C2=O)CC1	.	.	5.6%	9.8	102.1	92.3	.	.	0.9%
59	COc1ccc(NC(=O)c2cc(-c3cccnc3)nc3ccc(C)cc23)cc1OC	-13.4	189	-15.6%	.	.	.	13.4	189	3.2%
60	CCC(Sc1nc2ccccc2s1)C(=O)Nc1cc(C)on1 (stereo unspecified)	-10.0	90	.	5.3	76.9	71.6	10.0	90	.
61	CCCCNC(=O)CCCCCn1c(=O)[nH]c2cc(OC)c(OC)cc2c1=O	7.7	108	-6.6%	-3.8	87.7	91.6	-7.7	108	-10.3%
62	O=C(N/N=C/c1ccc(N2CCOCC2)o1)c1cccc(F)c1	3.5	99	.	-3.0	100.8	103.8	-3.5	99	.
63	Cc1ccc(-c2ccc(CCC(=O)O)n2NC(=O)c2ccco2)cc1	-18.3	134	-35.3%	-2.0	92.3	94.4	18.3	134	-2.3%
64	COc1ccc(N2CCN(C(=O)C3CCC(Cn4c(=S)[nH]c5ccccc5c4=O)CC3)CC2)cc1 (stereo unspecified)	.	.	-33.8%	-7.0	84.9	92.0	.	.	-6.6%
65	CCCCc1cc(=O)oc2cc(OCC(=O)N(CC)CC)ccc12	3.8	124	-16.5%	.	.	.	-3.8	124	-11.8%
66	Cc1ccc(Cl)c(OCCCCN(C)Cc2ccccc2)c1	5.9	97	-28.9%	.	.	.	-5.9	97	-7.0%

From PubChem BioAssay
